Screening results as filed in PubChem BioAssay.
BCR signal inh = blocks chronic active B-cell receptor signaling; ABC-DLBCL IkBa-CBG/CBR reporter, luminescence ratio, 4 h; Potency, µM (highest dose often 46.1 µM), for inactives: at the top dose ratio change, negative = lower green/red ratio, hits mostly inhibitors; 340,000 compounds, 0.05% hits; active means well fitted inhibition curve with a large enough effect in the signal ratio, with a control signal flat, not every such curve was filed as active; inconclusive means small, poorly fitted or top-dose-only effect, or effect the other way, or a change in a side signal; the % refers to the signal ratio;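 further: potency means the concentration at half of the fitted maximal effect; plate controls were basal doxycycline-induced cells for no effect and cells given 10 µM MG132 for full effect; MG132 reads +100%, hits lower the ratio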
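TMD8 human ABC-DLBCL cells with doxycycline-inducible IκBα–green luciferase fusion and unfused red luciferase, in 0.5% FBS medium; compounds up to 46 uM, 4 h at 37C. Green/red luminescence ratio, filter-overlap corrected, fitted to concentration-response curves.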
hERG WT inh = inhibitors of human wildtype KCNH2 potassium channel; U2OS, BacMam KCNH2, thallium flux FluxOr; hits give low values; activity change, % at 1.84 µM; AID 720551; 340,000 compounds, 0.37% hits;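 active means maximum activity change below -70%; inconclusive means maximum activity change between -70% and -50%; inactive means maximum activity change above -50%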
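U2OS cells transduced with wild-type KCNH2 virus are loaded with FluxOr dye for 45 min, and thallium flux is measured in kinetic reads before and after stimulation buffer. Rate constants are normalized to DMSO controls.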
Eya2 phos inh = blocks the phosphatase activity of human Eya2 | O00167 | recombinant Eya2, OMFP fluorescence dephosphorylation (OMFP is methylfluorescein phosphate) | Potency, µM (titrated, usually from 76.9 µM), for the others: top-dose activity, negative = inhibition, most hits filed as inhibitors | 330,000 compounds, 0.006% hits | AID 488837; further: potency means the concentration at half of the fitted maximal effect
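Eya2 protein (added as 0.2 uM solution) was preincubated with compound for 10 min at ambient temperature in 50 mM HEPES pH 7.5, 50 mM NaCl, 5 uM MgCl2, 0.05% BSA, 1 mM DTT. OMFP (added at 50 uM) then reacted 10 min; fluorescence read at 485/525 nm.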
B2AR arrestin = recruits beta-arrestin to the human beta2-adrenergic receptor | P07550 | beta-arrestin recruitment to beta2AR, cell-based reporter | Potency, µM (highest dose often 46.1 µM), inactives show at the top dose activation, usual class: activators | 330,000 compounds, 0.02% hits | AID 492947;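 further: potency means the concentration at half of the fitted maximal effect; 0% = DMSO controls and full agonism = EC100 isoproterenol or metaproterenol; nearly all actives have a fitted effect of over 65% in size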
Coupling enz = counter-screen for Giardia aldolase inhibitors: coupling enzyme system | coupling enzyme system counterscreen, AmpLite Red fluorescence | activity change, negative = inhibition, % at 58.2 µM, hits read low | 290,000 compounds, 0.67% hits; in the data active means activity change below about -30%
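Coupling enzymes only (glyceraldehyde-3-phosphate) + compound, at 57.5 uM final, 10 min RT; add substrate/coupling/AmpLite Red mix, 20 min RT; fluorescence ex 525/em 598 nm. Actives flag coupling-system interference.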
GALK inhibitor = galactokinase (human) inhibition; P51570; Purified GALK, Kinase-Glo residual ATP luminescence; Potency, µM (top dose mostly 57.5 µM), for inactives: at the highest dose activity change, negative = inhibition, usual class: inhibitors; 270,000 compounds, 0.007% hits; further: potency means the concentration at half of the fitted maximal effect
Target sequence (P51570 whole entry, looked up): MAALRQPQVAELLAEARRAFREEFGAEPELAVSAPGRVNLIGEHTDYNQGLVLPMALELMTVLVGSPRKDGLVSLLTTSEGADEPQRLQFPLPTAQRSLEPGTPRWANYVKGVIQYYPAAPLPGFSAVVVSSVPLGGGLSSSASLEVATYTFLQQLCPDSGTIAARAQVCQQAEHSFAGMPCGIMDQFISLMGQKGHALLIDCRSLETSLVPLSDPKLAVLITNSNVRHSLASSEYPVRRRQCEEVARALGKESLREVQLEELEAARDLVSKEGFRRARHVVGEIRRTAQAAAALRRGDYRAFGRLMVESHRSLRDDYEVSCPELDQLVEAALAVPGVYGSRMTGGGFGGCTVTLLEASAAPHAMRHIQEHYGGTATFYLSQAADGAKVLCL
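The enzyme phosphorylates galactose (100 uM) using ATP (35 uM); inhibition is detected as higher residual ATP, quantified by bioluminescence after 1 h reaction at room temperature, pH 8.0.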
PKM2 act = increases activity of human pyruvate kinase M2; Potency, µM (highest dose often 57.5 µM), for the others: at the top dose activation, most hits filed as activators; 260,000 compounds, 0.34% hits; purified PKM2, Kinase-Glo ATP luminescence, activation; response scale: 0% is enzyme alone, no compound; P14618; AID 1631; further: potency means the concentration at half of the fitted maximal effect; nearly all actives have a fitted effect of over 55% in size
Target sequence (P14618 whole entry, looked up): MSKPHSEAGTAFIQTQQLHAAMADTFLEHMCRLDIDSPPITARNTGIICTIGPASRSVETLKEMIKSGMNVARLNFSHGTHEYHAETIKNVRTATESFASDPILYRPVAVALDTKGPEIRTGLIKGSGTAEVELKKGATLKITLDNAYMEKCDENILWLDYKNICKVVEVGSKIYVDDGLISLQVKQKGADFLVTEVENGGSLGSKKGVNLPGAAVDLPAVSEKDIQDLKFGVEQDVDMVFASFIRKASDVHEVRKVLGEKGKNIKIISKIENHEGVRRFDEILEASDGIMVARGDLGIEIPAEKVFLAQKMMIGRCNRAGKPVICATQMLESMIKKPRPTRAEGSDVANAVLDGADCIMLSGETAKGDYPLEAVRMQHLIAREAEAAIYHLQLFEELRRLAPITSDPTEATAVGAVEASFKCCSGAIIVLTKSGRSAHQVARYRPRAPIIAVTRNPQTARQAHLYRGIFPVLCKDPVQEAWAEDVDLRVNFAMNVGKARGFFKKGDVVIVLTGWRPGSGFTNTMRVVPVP
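Purified hPK-M2 (>95% pure) converted ADP (0.1 mM final) to ATP with 0.5 mM PEP in 50 mM imidazole pH7.2, KCl, MgCl2, Tween 20, BSA; 1 h at room temperature. ATP detected by Kinase-Glo luminescence.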
USP2a inh = blocks human ubiquitin-specific protease USP2a; 330,000 compounds, 0.01% hits; USP2 core, Ub-CHOP2 coupled fluorogenic reporter, 485/531; Potency, µM (highest dose often 38.3 µM), for the others: at the top dose activity change, negative = inhibition, usual class: inhibitors;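 further: potency means the concentration at half of the fitted maximal effect; plate controls were DMSO wells for no effect and full inhibition by NEM control for full effect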
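Cell-free coupled assay: 10nM USP2 core preincubated 30min RT with compound in Tris-HCl pH 8.0/CaCl2/CHAPS buffer, then 25nM Ub-CHOP2 and 25nM reporter substrate; fluorescence (Ex 485/Em 531) read after 60min RT, normalized to NEM inhibition, concentration-response curves fitted.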
uPA generation = cell surface uPA generation inhibition | cell surface uPA generation assay, qHTS | Potency, µM (doses to about 38.3 µM), for the others: top-dose activity change, negative = inhibition, usual class: inhibitors | 330,000 compounds, 0.31% hits | AID 540303; active means well fitted inhibition curve with a large enough effect; inconclusive means small, poorly fitted or top-dose-only effect; inactive means no such curve, though single readings can be large or run the other way; tested in mouse RAW 264.7 cells; further: potency means the concentration at half of the fitted maximal effect; nearly all actives have a fitted effect of over 55% in size
KCNH2 3.1 inh = blocks the human KCNH2 3.1 channel isoform; U2OS KCNH2 3.1, thallium flux FluxOr; hits give low values; 340,000 compounds, 0.95% hits; activity change, % (tested at about 1.8 µM); AID 720553;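 active means maximum activity change below -70%; inconclusive means maximum activity change from -70% to -50%; inactive means maximum activity change above -50%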;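 further: thallium influx rate constant from kinetic fluorescence after stimulation buffer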
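Channel expression came from 3.1 mutant virus (1.77 x 10^8 /mL) applied to suspended U2OS cells for 4 h. Flux was tracked with FluxOr dye plus Red40 quencher, and kinetic rate constants normalized to controls.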
Giardia killer = kills Giardia lamblia; Giardia lamblia trophozoite viability; activity change, % at 7.66 µM, hits read low; 340,000 compounds, 0.15% hits; AID 540267; in the data active means activity change below about -80%; inconclusive means between about -30% and that limit;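 further: parasites exposed to compound for two days anaerobically before the ATP read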
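Killing of trophozoites was scored by loss of ATP luminescence after a 48 hrs anaerobic exposure to compounds at 37 deg C, using 100 cells per well.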
An asterisk follows results filed as active; ? = inconclusive; . = not tested or not shown. Unless noted, the call rests on the fitted dose curve; in most records, active means well fitted curve in the direction sought with a large enough effect; inconclusive means small, poorly fitted or top-dose-only effect, or another doubt; inactive means no such curve, though single readings can be large; an effect the other way counts as inactive or inconclusive. Unless noted, on the % scale 0 is the no-effect control and ±100 the full control effect. Compounds as they come, and some 2.4% of all compounds hit somewhere here.

Fields: BCR signal inh, hERG WT inh, Eya2 phos inh, B2AR arrestin, Coupling enz, GALK inhibitor, PKM2 act, USP2a inh, uPA generation, KCNH2 3.1 inh, Giardia killer
COc1c(F)c(F)c(C(=O)O)c(Nc2cc(C)cc(C)c2)c1F
    -0.6%, 0.8, 16.0%, 0.0%, -0.2, -3.9%, 9.7%, 0.1%, 1.5%, 10.4, 20.8
Cc1c(Cl)cccc1NC(=S)N(Cc1cccnc1)Cc1ccccc1Cl
    ?, 0.7, 1.3%, 0.5%, 1.1, -0.6%, -1.4%, 5.1%, -0.7%, 0.0, -16.3
O=C1CCC(C(=O)Nc2ccc(OC(F)F)cc2)N1 (stereo unspecified)
    -1.1%, 2.5, 3.0%, 0.2%, -1.3, 0.2%, 0.8%, -0.6%, 1.7%, -5.3, 4.2
COc1cc(OC)cc(C(=O)Nc2ccc(N3CCOCC3)cc2N2CCOCC2)c1
    ?, 13.2, 11.8%, -0.6%, ., ., ., 0.9%, 18.3%, 1.2, 16.3
Cc1cc(CN2CCN(CCC#N)CC2)c(O)c(C2(C)CCCCC2)c1
    ?, -7.3, 8.1%, -0.2%, -2.1, -2.2%, -0.8%, -0.9%, -0.2%, -13.4, 10.7
Cc1nc(NC(=O)CSc2nc3cccnc3n2C2CCCCC2)sc1C
    -0.1%, 0.2, 5.6%, 0.4%, -0.5, 7.4%, -5.2%, 1.3%, 3.1%, -4.4, 26.4
Cc1ccc(NC(=O)c2cccs2)cc1NC(=O)c1cccnc1
    ?, 3.9, 16.2%, 0.1%, 0.2, 9.8%, -2.9%, 0.1%, 7.2%, -0.6, -5.6
CCn1c(C(=O)N2CCc3ccccc3C2)cc2sccc21
    ?, 1.3, 1.5%, 0.4%, -1.5, 3.2%, 9.3%, 0.0%, -19.7%, 14.7, -10.7
Cc1ccc2nnn(Cc3cccc(C(C)(C)C)c3O)c2c1
    0.6%, -11.7, 8.5%, 0.4%, ., ., ., 2.6%, -14.3%, 16.6, 17.6
Cc1csc(NC(=O)CCCSc2nc3ccccc3s2)n1
    ?, -13.7, 4.0%, -0.2%, -8.4, 1.0%, -8.3%, -7.3%, ., 4.9, -2.6
Cc1cccc(NC(=O)/C(C#N)=C\c2cc(C)n(-c3ccc(C(=O)O)cc3)c2C)c1
    -4.8%, -0.2, 12.5%, -0.2%, 6.0, 7.4%, -4.5%, 0.5%, 5.5%, 2.1, -12.2
COc1ccccc1N1CCN(S(=O)(=O)CCNC(=O)C2CC2)CC1
    1.0%, 0.2, 14.1%, 0.1%, ., ., ., 2.2%, -0.2%, -3.9, -20.4
Cc1ccc(N2C(=O)NC(C(F)(F)F)(C(F)(F)F)C3=C2CC(C)(C)CC3=O)cc1
    0.3%, 1.6, 8.5%, -1.0%, -1.1, 0.3%, -10.7%, -0.5%, 5.4%, -9.8, -9.5
Cc1nc(Nc2ccc3c(c2)OCO3)c2oc3ccccc3c2n1
    ?, 2.1, -0.6%, 0.2%, -8.2, -0.2%, -0.2%, -7.4%, -8.7%, 2.9, -10.8
CCNC(=S)N(Cc1c(C)noc1C)c1ccccc1
    -6.8%, -7.6, -1.1%, 0.2%, -6.8, 2.7%, 0.8%, -0.1%, 4.8%, 6.9, 22.1
O=C1CCC(C(=O)OC(C(=O)c2c[nH]c3ccccc23)c2ccccc2)=NN1 (stereo unspecified)
    -3.8%, -2.8, 1.0%, -0.6%, 0.9, 0.6%, 6.3%, 4.7%, 12.5%, -18.2, 2.3
CC(=O)NC1CC2CCCC(C1)N2C(=O)Nc1ccc(Cl)c(C(F)(F)F)c1 (stereo unspecified)
    -1.2%, 1.3, 26.4%, 0.0%, 0.8, 1.2%, -0.9%, 2.4%, -4.3%, 1.0, -7.3
COCCCNC(=O)c1ccc(CN2CCc3ccccc3C2)cc1
    7.5%, 5.2, 2.1%, 0.3%, 2.3, 4.3%, 2.2%, -0.1%, -10.3%, 1.1, -1.8
CCN(C(=O)c1coc(=O)c(Br)c1)c1ccc2c(c1)OCO2
    -4.2%, -3.5, 18.5%, 1.1%, -42.4*, 0.6%, 8.2%, 4.0%, -1.9%, -24.0, 14.0
COc1ccc(-n2ncc(S(=O)(=O)c3ccccc3)c2-c2ccc(Cl)cc2)cc1
    9.3%, 1.5, -19.7%, -0.1%, -0.8, -3.2%, 1.1%, -2.7%, -13.8%, -8.1, 6.1

Single values from above:
O=C1CCC(C(=O)Nc2ccc(OC(F)F)cc2)N1 (stereo unspecified) – hERG WT inh = 2.5
Cc1ccc2nnn(Cc3cccc(C(C)(C)C)c3O)c2c1 – Eya2 phos inh = 8.5%

Back to the main list; the two compounds before the break are reprinted first.
Fields: BCR signal inh, hERG WT inh, Eya2 phos inh, B2AR arrestin, Coupling enz, GALK inhibitor, PKM2 act, USP2a inh, uPA generation, KCNH2 3.1 inh, Giardia killer
CCN(C(=O)c1coc(=O)c(Br)c1)c1ccc2c(c1)OCO2
    -4.2%, -3.5, 18.5%, 1.1%, -42.4*, 0.6%, 8.2%, 4.0%, -1.9%, -24.0, 14.0
COc1ccc(-n2ncc(S(=O)(=O)c3ccccc3)c2-c2ccc(Cl)cc2)cc1
    9.3%, 1.5, -19.7%, -0.1%, -0.8, -3.2%, 1.1%, -2.7%, -13.8%, -8.1, 6.1
Cc1cccc(-n2c(SCc3cc(=O)n4ccsc4n3)nc3ccccc3c2=O)c1
    0.5%, -18.7, -6.3%, 0.4%, -2.6, -0.6%, -4.5%, 2.1%, 4.6%, -8.6, 8.0
Cn1cc(CN2CCCCC2c2ccccn2)c(-c2ccc3c(c2)OCCO3)n1 (stereo unspecified)
    -3.3%, 11.4, -2.0%, 0.2%, 0.4, 5.4%, -16.6%, 0.3%, -2.3%, ., -6.1
Cc1ccnc(SCc2cc(=O)c(OC(=O)c3ccc(S(=O)(=O)N(C)C)cc3)co2)n1
    -14.2%, -1.1, -0.4%, 0.2%, 3.8, -2.2%, ?, 4.6%, -0.6%, -6.1, -10.3
CCOc1ccc(C(=O)NC(=S)Nc2ccccc2N2CCCCC2)cc1[N+](=O)[O-]
    12.8%, -9.3, -9.0%, 3.5%, -10.4, 0.4%, -16.2%, -1.8%, 2.1%, -35.5, 12.1
CC(=O)N1CCn2c3c(c4cc(C)ccc42)CCCC31 (stereo unspecified)
    -4.2%, 5.1, -6.7%, -0.3%, 2.1, 3.1%, -3.8%, 0.4%, -4.4%, 1.6, ?
Cc1ccc(C(C)C)cc1NC(=O)Nc1ccc([N+](=O)[O-])cc1
    ?, -1.5, 6.0%, -0.7%, -4.8, -3.3%, 0.2%, 7.1%, -6.4%, -11.3, 0.4
Oc1ccc(N2CCN(Cc3c(-c4ccccc4)nc4ccccn34)CC2)cc1
    1.1%, 4.0, 9.5%, -1.0%, 1.5, 0.5%, -10.3%, 1.3%, 4.7%, -4.2, 0.9
CSc1ccc(NC(=O)NCc2cccnc2)cc1
    -14.2%, -3.4, 5.5%, -0.2%, -0.3, 6.5%, ., 0.0%, -1.7%, 5.8, 25.2
CC(C)OCC(O)Cn1c(N2CCCC2)nc2c1c(=O)[nH]c(=O)n2C (stereo unspecified)
    0.6%, 21.1, -2.2%, 1.0%, -1.6, -2.3%, -2.7%, -4.9%, 5.0%, -29.0, 16.0
COC(=O)CCc1c(C)c(C(=O)c2cc(F)c(F)c(F)c2F)c2ccccn12
    4.9%, -11.2, -14.3%, -0.7%, -7.9, 3.9%, 2.4%, 2.7%, -9.0%, -3.8, -13.6
COc1ccccc1NC(=O)Cn1cnc2c(nc3n2CCCCC3)c1=O
    1.2%, 7.9, -6.4%, -0.6%, 0.7, -0.5%, ., -1.3%, -1.0%, -4.8, 13.2
O=C(CSc1nncc(=O)[nH]1)NCc1ccccc1
    0.9%, 0.0, 5.4%, -0.5%, 2.0, 4.7%, 1.2%, -2.2%, 0.7%, 5.1, -2.4
CC(=O)N1CC(C(=O)Nc2ccc3c(c2)OCO3)Oc2ccccc21 (stereo unspecified)
    -8.6%, 23.4, 2.2%, -0.1%, ., ., ., -1.7%, 6.0%, 12.7, 4.5
CC(C)OP(=O)(OC(C)C)C1(NS(=O)(=O)c2ccc(Cl)cc2)C=C(Cl)C(=O)C(Cl)=C1
    14.0%, 15.4, 3.8%, -0.1%, 13.7, -1.3%, ., 4.5%, 4.8%, 12.2, 4.7
CCc1ccccc1NC(=O)c1ccc(NS(C)(=O)=O)cc1
    -7.6%, 23.9, 2.6%, 0.3%, -2.8, -0.1%, -6.0%, 3.2%, 3.5%, 5.2, 15.5
O=C1CC/C=C\C[C@@H](CC(=O)N(CCO)Cc2ccccc2)C(=O)NCCO1
    0.7%, 0.9, -28.9%, -0.1%, ., ., ., 4.7%, 3.2%, 12.9, -4.8
Cc1ccc(NC(=O)Cn2cc(S(=O)(=O)c3ccc(F)cc3)c(=O)c3cc(F)ccc32)cc1
    6.0%, 1.9, -0.3%, -1.2%, 5.9, ., -16.3%, 0.8%, 5.3%, 5.6, ?
